From PubChem BioAssay
hgDAF12 agonist: activates the H. glycines DAF-12 receptor ligand-binding domain; hit rate 1.8% among 370,000; HEK293 GAL4-hgDAF12 UAS-luciferase reporter, agonist luminescence; normalized to butyrate control; activation, % at 6.8 µM;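 active = activation above a cutoff set at the mean of all screened compounds plus 3 SD, cut at about 10% in these data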;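 also: 0% = DMSO wells and 100% = sodium butyrate wells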
PLC-gamma1 inh: blocks human PLC-gamma1 enzyme activity | P19174 | purified PLC-gamma1, fluorogenic substrate, fluorescence | inhibition, % at 12.2 µM | hit rate 0.84% among 370,000; in the data active = inhibition above about 9.5%
DAX1 inh-1: inhibitors of human orphan nuclear receptor DAX1 (NR0B1) | AID 504766 | HEK293 Gal4-DAX1 luciferase reporter, luminescence | P51843 | hit rate 0.99% among 340,000 | inhibition, % at 6.75 µM;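 active = inhibition above the mean over all tested compounds plus 3 SD, cut at about 4.2% in these data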;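 also: 0% = DAX1-transfected cells with DMSO and 100% = empty-vector control cells with DMSO; inhibition shows as a rise in luminescence from relieved DAX1 repression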
ADAM17 inh: ADAM17 inhibition, QFRET primary screen | P78536 | hit rate 0.83% among 370,000 | recombinant ADAM17, EDANS/DABCYL FRET peptide cleavage | AID 720648 | inhibition, % at 6.95 µM;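 active = inhibition above the mean of compounds lying between control limits plus 3 SD, set per campaign, cut at about 8.5% in these data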;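 also: 0% = DMSO-only wells as the low control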
MBD2 DNA inh: inhibitors of human MBD2 binding to methylated oligonucleotide. hit rate 0.31% among 370,000. inhibition, % at 4.4 µM. Q9UBB5. TR-FRET. AID 686964; in the data active = inhibition above about 13%
NR1D1 modulator: modulators of human Rev-erb alpha DNA binding | P20393 | Rev-erbα–FITC-DNA binding, fluorescence polarization, 90 min | activity, % at 10 µM | hit rate 0.79% among 370,000 | AID 1259318;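 active = activity above about 14%, limit read from the data; passing the limit was not always enough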;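 also: 0% = DMSO wells with 35 nM protein and 100% = DMSO wells with 750 nM protein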
PLC-beta3 inh: blocks human PLC-beta3 enzyme activity. Q01970. Purified PLC-beta3, fluorogenic substrate, fluorescence. inhibition, % at 12.2 µM. hit rate 0.18% among 370,000. AID 720704; in the data active = inhibition above about 11%;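 also: 0% = median of compound wells on plate and 100% = full blocker control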
Target sequence (Q01970 whole entry, looked up): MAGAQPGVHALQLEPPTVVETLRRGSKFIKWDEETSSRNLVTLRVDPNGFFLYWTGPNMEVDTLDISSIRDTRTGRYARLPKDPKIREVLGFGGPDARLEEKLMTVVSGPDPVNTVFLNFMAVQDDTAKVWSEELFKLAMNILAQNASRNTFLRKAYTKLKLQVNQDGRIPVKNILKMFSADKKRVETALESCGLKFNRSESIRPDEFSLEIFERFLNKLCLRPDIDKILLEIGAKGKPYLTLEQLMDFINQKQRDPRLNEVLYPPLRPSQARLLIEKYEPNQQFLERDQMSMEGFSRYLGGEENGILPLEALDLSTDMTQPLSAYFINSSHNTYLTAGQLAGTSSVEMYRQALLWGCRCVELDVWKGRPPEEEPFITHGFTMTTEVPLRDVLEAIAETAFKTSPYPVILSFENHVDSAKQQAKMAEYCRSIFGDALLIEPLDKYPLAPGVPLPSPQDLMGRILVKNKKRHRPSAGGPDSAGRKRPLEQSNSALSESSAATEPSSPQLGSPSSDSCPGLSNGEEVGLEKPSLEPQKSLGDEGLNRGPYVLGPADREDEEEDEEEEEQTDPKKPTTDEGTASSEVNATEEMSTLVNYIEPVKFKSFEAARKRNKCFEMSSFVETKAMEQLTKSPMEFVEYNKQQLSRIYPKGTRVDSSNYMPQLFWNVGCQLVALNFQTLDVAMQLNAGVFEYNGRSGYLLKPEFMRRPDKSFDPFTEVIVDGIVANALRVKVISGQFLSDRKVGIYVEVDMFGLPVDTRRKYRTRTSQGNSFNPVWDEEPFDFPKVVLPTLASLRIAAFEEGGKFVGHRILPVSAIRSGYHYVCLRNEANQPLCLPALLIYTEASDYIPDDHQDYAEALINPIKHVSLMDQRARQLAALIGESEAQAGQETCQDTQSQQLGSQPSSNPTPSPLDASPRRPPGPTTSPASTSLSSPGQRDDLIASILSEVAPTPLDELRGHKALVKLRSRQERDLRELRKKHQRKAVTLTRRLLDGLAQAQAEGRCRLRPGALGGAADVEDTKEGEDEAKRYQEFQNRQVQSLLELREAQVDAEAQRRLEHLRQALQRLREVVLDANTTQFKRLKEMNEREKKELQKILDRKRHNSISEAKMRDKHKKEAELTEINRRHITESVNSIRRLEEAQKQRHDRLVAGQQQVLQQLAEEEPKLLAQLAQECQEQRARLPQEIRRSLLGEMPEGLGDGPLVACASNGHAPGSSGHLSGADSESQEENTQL
ssDAF-12 act: S. stercoralis DAF-12 activation, primary screen. HEK293 ssDAF-12/GRIP1 lit1-tk-luc reporter, luminescence; % of 3 µM dafachronic acid response. activation, % at 6.8 µM. hit rate 1% among 370,000;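 active = activation above the mean over all tested compounds plus 3 SD, cut at about 0.9% in these data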;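 also: 0% = DMSO-only wells and 100% = 3 µM delta7-dafachronic acid wells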
SMARCA2 act: increases SMARCA2 function in MMTV reporter cells; MG213 cells, MMTV-luciferase reporter, dexamethasone, overnight; AID 652017; hit rate 1% among 370,000; activation, % at 9.1 µM; in the data active = activation above about 7.8%;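 also: 0% = vehicle wells and 100% = reference activator wells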
DAX1 inh-2: inhibitors of DAX1 repression of SF-1 activated StAR promoter; AID 652010; hit rate 1.1% among 370,000; HEK293T StAR-luciferase reporter, SF-1/DAX-1 repression relief; inhibition, % at 6.8 µM;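 active = inhibition above the mean over all tested compounds plus 3 SD, cut at about 3.6% in these data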;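 also: 0% = DAX-1 cells with DMSO and 100% = cells lacking DAX-1 with DMSO; higher inhibition means more luminescence from relief of DAX-1 repression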
hcDAF12 agonist: H. contortus DAF-12 activation, primary screen | HEK293 hcDAF-12 lit1-tk-luc reporter, luminescence; 0% DMSO, 100% Δ7-dafachronic acid | activation, % at 6.8 µM | hit rate 1.4% among 370,000 | AID 652067;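 active = activation above the mean of all tested compounds plus 3 SD, cut at about 5.5% in these data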;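 also: 100% = response to 3 µM Δ7-dafachronic acid high control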
* marks the source's active call; other numbers are inactive results; i = inactive; · = no result given.

No.	smiles	hgDAF12 agonist	PLC-gamma1 inh	DAX1 inh-1	ADAM17 inh	MBD2 DNA inh	NR1D1 modulator
1	C1=C(c2cc3ccccc3cn2)CCCC1	3.9	-3	1.7	0	0	0
2	COc1ccc2cc3cc(C(=O)Nc4ccc5c(c4)OCCO5)oc3nc2c1	-1.1	-22	-1.8	-17	0	-13
3	CC1(C)CC(=O)C2=C(C1)N1C(=C(C#N)C2c2ccccc2Cl)N=C(N)c2ccccc21 (stereo not drawn)	-0.8	-26	-1.6	-2	2	-6
4	CC(C)c1nnc(NC(=O)CCC(=O)NCc2ccc(F)cc2)s1	-0.8	-3	0.5	-1	-3	-5
5	N#Cc1c(N)nc2c(c1-c1ccccc1)CCC2	6.7	-313	0.4	-379	4	4
6	O=C(Nc1ccc(-c2cc3ccccc3oc2=O)c(Cl)c1)c1cccnc1	-1.7	-12	0.8	-7	5	·
7	O=C(COC(=O)c1cccc2ccccc12)NCC1CCCO1 (stereo not drawn)	-1.5	-1	2.5	-16	-5	-6
8	O=C(C[C@H]1C[C@H](C(=O)N2CCCCC2)[C@@]2(CCc3ccccc3)c3[nH]c4cc(-c5ccco5)ccc4c3CCN2C1=O)NCc1ccco1	-1.5	-369	-1.6	-79	-2	-3
9	O=C(O)C1C2C=CC(C2)C1C(=O)OC1CC2CCC1C2 (stereo not drawn)	-0.8	-1	1.2	-6	1	4
10	COC(=O)CSc1nc2ncc(Cl)cc2[nH]1	0.6	2	0.9	-3	-2	2
11	Cc1cccc(Nc2nnc(SCc3cc(=O)n4cc(C)ccc4n3)s2)c1	0.1	4	-0.9	-11	9	-6
12	Cc1ccc(NCN2C(=O)C3CC=C(Cl)CC3C2=O)cc1 (stereo not drawn)	-0.6	3	-0.1	-7	0	1
13	CN(Cc1ccco1)C(=O)c1cccc2c1C(=O)N(Cc1cccnc1)C2	-1.9	2	·	0	2	3
14	COc1cc(OC)c(C=CC(=O)c2ccccc2O)c(OC)c1	6.5	1	-0.2	2	1	9
15	CN(C)C(=O)c1cc(C(=O)c2ccc(F)cc2Cl)c[nH]1	4.6	3	0.0	0	-2	1

No.	PLC-beta3 inh	ssDAF-12 act	SMARCA2 act	DAX1 inh-2	hcDAF12 agonist
1	3	-1.1	6	0.9	0.5
2	-23	-0.8	-6	-1.6	-1.9
3	-30	-0.8	0	0.6	-2.1
4	-11	-1.0	-4	0.5	-1.0
5	-335	-0.7	0	1.5	3.3
6	-11	-1.0	0	-0.3	-3.7
7	-4	-1.3	-1	-0.2	-0.5
8	i	-1.1	-2	0.9	-0.1
9	-3	-0.1	-1	-0.4	-0.5
10	0	-0.9	1	-0.6	-1.8
11	-5	-1.3	-3	-0.4	-0.3
12	3	-1.0	1	0.6	-0.3
13	-1	-0.3	-2	-0.2	2.9
14	-3	-0.9	2	1.3	0.2
15	3	-1.5	3	0.2	-0.1

Next section:
No.	smiles	hgDAF12 agonist	PLC-gamma1 inh	DAX1 inh-1	ADAM17 inh	MBD2 DNA inh	NR1D1 modulator
16	CC(=O)C12C3C4C(C5C1C3C5(Br)C41OCCO1)C21OCCO1 (stereo not drawn)	1.4	-1	0.7	-2	3	0
17	CC(NC(=O)C(=O)N1CCCCC1)C(c1cccs1)N1CCN(c2ccc(F)cc2)CC1 (stereo not drawn)	-1.8	2	0.6	0	-3	-6
18	CN1CCN(C2CN(Cc3cn(Cc4ccc(C(F)(F)F)cc4)nn3)S(=O)(=O)C2)CC1 (stereo not drawn)	-0.4	-2	·	3	4	-5
19	O=C(Nc1cc(C(F)(F)F)ccc1F)C1Cc2c(-c3ccccc3Oc3ccccc3)ccnc2O1 (stereo not drawn)	-2.1	5	·	4	8	0
20	Cc1ccc([N+](=O)[O-])cc1NCC(=O)NN	-4.3	-3	0.4	-3	-4	6
21	Cc1ccc(S(=O)(=O)C[C@@H]2OC[C@H](Cc3ccccc3)N2S(=O)(=O)c2ccc(C)cc2)cc1	-2.3	2	·	0	2	1
22	O=C(NCc1cccnc1)C1CCN(S(=O)(=O)c2cccc(C(F)(F)F)c2)CC1	1.8	1	0.7	3	3	-7
23	O=C(COC(=O)c1cc(Cl)nc(Cl)c1)NCc1ccc2c(c1)OCO2	1.3	-2	1.6	-6	3	4
24	COc1ccc(CCNC(=O)c2ccc3c(c2)NC(=O)C(C(C)C)N3)cc1OC (stereo not drawn)	-1.3	-5	1.0	-2	-6	0
25	N/N=C/C(=N\Nc1ccc(Cl)cc1)C(=O)c1ccncc1	-1.1	5	-0.6	0	-1	-5
26	CC(=O)NC(CCS(C)(=O)=O)C(=O)Nc1ccc(C)c(F)c1 (stereo not drawn)	-2.8	6	0.6	-3	6	-2
27	O=C(COc1ccc(Cl)cc1)NN=C1CCCCCCC1	-1.3	3	0.8	0	-3	3
28	CC(C)NC(=O)CSc1ccccc1C(=O)N1CCN(S(=O)(=O)/C=C/c2ccccc2)CC1	0.1	1	2.1	1	0	0
29	COCc1cc(N2CCNC[C@@H]2C)ccc1N1CCN(Cc2ccccc2)[C@@H](C)C1	2.5	-4	·	-6	3	3
30	CCCN(CC(=O)Nc1ccccc1OC)C(=O)CSc1ccc(Br)cc1C	0.8	-3	0.1	-6	-1	0

No.	PLC-beta3 inh	ssDAF-12 act	SMARCA2 act	DAX1 inh-2	hcDAF12 agonist
16	3	-1.6	3	-0.1	-2.1
17	-4	-1.0	-3	-0.4	-2.2
18	-1	-1.1	-5	-1.3	-1.6
19	-6	-1.3	-7	-0.5	-1.5
20	-5	-2.1	-1	-0.7	-0.3
21	0	-0.5	-3	1.9	-1.5
22	-1	-1.6	3	-1.1	-2.6
23	-6	-0.8	1	-1.8	0.7
24	-8	-0.8	3	0.2	1.1
25	-4	-1.7	-1	0.1	-3.1
26	-2	-0.6	0	0.5	-0.8
27	-3	-1.6	2	0.3	-0.9
28	-9	-0.6	-3	-1.2	1.9
29	-10	-1.0	1	0.7	-1.1
30	-2	-0.8	-1	-1.3	-0.9

Results in hgDAF12 agonist, for two of the compounds above:
no. | SMILES | hgDAF12 agonist
18 | CN1CCN(C2CN(Cc3cn(Cc4ccc(C(F)(F)F)cc4)nn3)S(=O)(=O)C2)CC1 (stereo not drawn) | -0.4
27 | O=C(COc1ccc(Cl)cc1)NN=C1CCCCCCC1 | -1.3

(further entries)
No.	smiles	hgDAF12 agonist	PLC-gamma1 inh	DAX1 inh-1	ADAM17 inh	MBD2 DNA inh	NR1D1 modulator
31	CCCC(C(=O)NC1CCCC1)N(Cc1ccc(OC)cc1)C(=O)c1snc(C(N)=O)c1N (stereo not drawn)	-1.0	-44	-0.3	-31	0	1
32	CCOC(=O)c1cnc(COc2ccccc2Cl)[nH]c1=O	-2.1	-1	2.1	-3	1	4
33	CC[C@]12c3[nH]c4cc(CCC(=O)N(C)C)ccc4c3CCN1C(=O)[C@@H](CC(=O)NCCC1=CCCCC1)C[C@@H]2C(=O)N1CCN(C(=O)C2CC2)CC1	-1.8	-4	-1.0	-2	1	-1
34	CCCC[C@@H]1CNC(=O)C(=O)N1CC(C)(C)C	-0.5	3	-0.4	-4	2	2
35	CC1CC(C)CN(CCC(=O)Nc2cccc(Cl)c2)C1 (stereo not drawn)	1.2	0	-0.7	-2	0	-4
36	CN(C)S(=O)(=O)c1cc(NC(=O)COC(=O)Cc2cccc3ccccc23)ccc1Cl	-3.0	3	-1.0	8.8*	-4	5
37	CCOc1ccc(OCCC(=O)Nc2ccc(N3CCOCC3)cc2N2CCOCC2)cc1	-0.5	5	1.1	-6	4	-1
38	CCOc1ccc(S(=O)(=O)N2CCOCC2)cc1NC(=O)CSCC(=O)Nc1ccc(C)cc1	-2.5	-3	-0.2	-7	3	-4
39	C#Cc1ccc(C(=O)Nc2ccc(N3CCC(C)CC3)c(C(N)=O)c2)cc1	-1.4	0	-0.3	-3	0	-11
40	O=C(Nc1cccc2ccccc12)c1cccc([N+](=O)[O-])c1	0.6	6	0.4	0	2	-3
41	CCn1c(SCC(=O)Nc2cc3oc4ccccc4c3cc2OC)nnc1-c1cccs1	2.4	0	-0.3	1	-3	-4
42	COc1ccc(Cc2nc3ccc(C(=O)N(C)CCn4ccnc4)cc3o2)cc1OC	2.8	0	-0.1	-2	3	5

No.	PLC-beta3 inh	ssDAF-12 act	SMARCA2 act	DAX1 inh-2	hcDAF12 agonist
31	-72	-1.3	-5	-0.2	-1.9
32	-6	-1.4	-1	0.1	1.2
33	-3	-1.3	-3	-1.1	0.8
34	0	-0.3	0	-0.4	-2.4
35	0	-1.1	0	-0.8	-1.0
36	2	-1.6	-3	0.1	-0.1
37	-1	-0.9	-2	-0.6	-0.5
38	-6	-1.5	1	-0.9	2.9
39	-5	-1.0	-1	-0.7	-1.9
40	1	-1.4	-1	-0.3	-1.2
41	1	-0.6	0	-0.7	1.7
42	0	-0.7	1	-0.2	-1.4

Another view of some results above.
#34 CCCC[C@@H]1CNC(=O)C(=O)N1CC(C)(C)C
#35 CC1CC(C)CN(CCC(=O)Nc2cccc(Cl)c2)C1 (stereo not drawn)
#36 CN(C)S(=O)(=O)c1cc(NC(=O)COC(=O)Cc2cccc3ccccc23)ccc1Cl
#37 CCOc1ccc(OCCC(=O)Nc2ccc(N3CCOCC3)cc2N2CCOCC2)cc1
#38 CCOc1ccc(S(=O)(=O)N2CCOCC2)cc1NC(=O)CSCC(=O)Nc1ccc(C)cc1
#39 C#Cc1ccc(C(=O)Nc2ccc(N3CCC(C)CC3)c(C(N)=O)c2)cc1
#40 O=C(Nc1cccc2ccccc12)c1cccc([N+](=O)[O-])c1
#41 CCn1c(SCC(=O)Nc2cc3oc4ccccc4c3cc2OC)nnc1-c1cccs1
#42 COc1ccc(Cc2nc3ccc(C(=O)N(C)CCn4ccnc4)cc3o2)cc1OC
screen / no.,34,35,36,37,38,39,40,41,42
hgDAF12 agonist,-0.5,1.2,-3.0,-0.5,-2.5,-1.4,0.6,2.4,2.8
PLC-gamma1 inh,3,0,3,5,-3,0,6,0,0
DAX1 inh-1,-0.4,-0.7,-1.0,1.1,-0.2,-0.3,0.4,-0.3,-0.1
ADAM17 inh,-4,-2,8.8*,-6,-7,-3,0,1,-2
MBD2 DNA inh,2,0,-4,4,3,0,2,-3,3
NR1D1 modulator,2,-4,5,-1,-4,-11,-3,-4,5
PLC-beta3 inh,0,0,2,-1,-6,-5,1,1,0
ssDAF-12 act,-0.3,-1.1,-1.6,-0.9,-1.5,-1.0,-1.4,-0.6,-0.7
SMARCA2 act,0,0,-3,-2,1,-1,-1,0,1
DAX1 inh-2,-0.4,-0.8,0.1,-0.6,-0.9,-0.7,-0.3,-0.7,-0.2
hcDAF12 agonist,-2.4,-1.0,-0.1,-0.5,2.9,-1.9,-1.2,1.7,-1.4
